PAFAH1B2 FP inh = PAFAH1B2 (human) inhibition. inhibition, % at 3.39 µM. P68402. recombinant PAFAH1B2, FP-rhodamine activity probe, fluorescence polarization. AID 492953. actives 1.2% (n = 340,000);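 active = inhibition above the mean of all tested compounds plus 3 SD, cut at about 24% in these data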;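 also: 0% = enzyme with DMSO and 100% = wells lacking PAFAH1B2; many of its hits are not listed in these tables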
Target sequence (P68402 whole entry, looked up): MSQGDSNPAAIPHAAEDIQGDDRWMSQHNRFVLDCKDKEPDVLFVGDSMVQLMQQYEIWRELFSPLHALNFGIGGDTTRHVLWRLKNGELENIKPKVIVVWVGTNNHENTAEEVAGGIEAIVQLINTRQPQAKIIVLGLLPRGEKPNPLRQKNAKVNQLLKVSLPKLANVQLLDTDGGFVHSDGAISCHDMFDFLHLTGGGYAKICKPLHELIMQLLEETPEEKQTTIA
PAD4 FP inh = PAD4 (human) enzyme inhibition. inhibition, % at 6.36 µM. recombinant PAD4, RCA probe fluorescence polarization. actives 0.41% (n = 330,000);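 active = percent inhibition above a cutoff equal to the mean of all tested compounds plus 3 SD, cut at about 15% in these data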;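 also: 0% = PAD4 with RCA probe and DMSO and 100% = probe without PAD4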
PAFAH2 inh = inhibitors of human PAFAH2; recombinant PAFAH2, FP-rhodamine activity probe, fluorescence polarization; inhibition, % at 3.39 µM; actives 0.99% (n = 340,000);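 active = inhibition above the mean over all tested compounds plus 3 SD, cut at about 30% in these data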;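 also: inhibitors block probe labeling of enzyme so polarization drops; 0% = enzyme with DMSO and 100% = wells lacking PAFAH2 protein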
Fam108B counter = blocks mouse Fam108B hydrolase in RBBP9 counter-screen; recombinant Fam108B, FP-Rh probe fluorescence polarization; inhibition, % at 9.51 µM; actives 0.33% (n = 300,000); AID 1947;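 active = inhibition above the screen mean inhibition plus 3 SD, computed separately per campaign, cut at about 18% in these data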;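 also: inhibitors lower polarization as less probe binds the enzyme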
PAFAH1B3 FP inh = inhibitors of human PAFAH1B3. Q15102. recombinant PAFAH1B3, FP-rhodamine probe, fluorescence polarization. inhibition, % at 3.39 µM. actives 0.28% (n = 340,000);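 active = inhibition above the screen-wide average of all tested compounds plus 3 SD, cut at about 25% in these data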;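 also: 0% = enzyme with DMSO only and 100% = wells lacking PAFAH1B3 protein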
PME-1 primary = blocks human protein phosphatase methylesterase 1 | inhibition, % at 5.9 µM | recombinant PME-1, FP-Rh probe fluorescence polarization | AID 2130 | Q9Y570 | actives 0.53% (n = 320,000);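 active = inhibition above the campaign mean of all compounds plus 3 SD, cut at about 26% in these data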;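 also: competitive labeling of PME-1 active site by serine hydrolase directed probe; 0% = PME-1 with DMSO and 100% = wells lacking PME-1 enzyme; inhibitors block probe labeling so polarization falls and inhibition rises; many of its hits are not listed in these tables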
pPAFAH inh = pPAFAH (human) enzyme inhibition; Q13093; recombinant pPAFAH, FP-rhodamine probe fluorescence polarization; inhibition, % at 3.39 µM; actives 1.5% (n = 330,000); AID 463082;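 active = inhibition above the mean inhibition across the screen plus 3 SD, cut at about 25% in these data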;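 also: inhibitors block binding of the rhodamine activity-based probe so polarization drops; 0% = enzyme with DMSO and 100% = wells lacking pPAFAH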
Target sequence (Q13093 whole entry, looked up): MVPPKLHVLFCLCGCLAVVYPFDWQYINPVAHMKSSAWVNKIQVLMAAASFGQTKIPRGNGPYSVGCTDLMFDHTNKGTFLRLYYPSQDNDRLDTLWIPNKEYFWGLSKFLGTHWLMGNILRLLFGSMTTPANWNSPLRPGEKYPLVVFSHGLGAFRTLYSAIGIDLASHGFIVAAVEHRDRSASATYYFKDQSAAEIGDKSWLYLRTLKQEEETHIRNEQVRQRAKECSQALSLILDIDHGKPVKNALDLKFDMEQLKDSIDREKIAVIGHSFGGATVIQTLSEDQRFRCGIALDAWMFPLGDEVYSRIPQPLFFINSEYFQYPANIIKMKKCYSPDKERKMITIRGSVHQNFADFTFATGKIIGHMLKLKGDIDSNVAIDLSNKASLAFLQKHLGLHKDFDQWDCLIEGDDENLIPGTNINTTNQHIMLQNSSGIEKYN
GSTO1 counter = counter-screen for RBBP9 inhibitors: inhibitors of human GSTO1; recombinant GSTO1, activity-based probe fluorescence polarization; actives 1.1% (n = 300,000); P78417; inhibition, % at 5.96 µM;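 active = inhibition above the campaign mean inhibition plus 3 SD, cut at about 35% in these data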;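 also: 0% = GSTO1-1 with DMSO and 100% = wells lacking GSTO1-1 enzyme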
Target sequence (P78417 whole entry, looked up): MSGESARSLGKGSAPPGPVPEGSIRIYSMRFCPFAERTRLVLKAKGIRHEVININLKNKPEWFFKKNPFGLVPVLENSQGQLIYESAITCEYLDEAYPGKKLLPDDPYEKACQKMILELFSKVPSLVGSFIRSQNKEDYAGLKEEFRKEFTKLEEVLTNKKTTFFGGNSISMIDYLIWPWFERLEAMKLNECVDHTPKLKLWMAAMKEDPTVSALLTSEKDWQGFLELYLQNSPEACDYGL
LYPLA1 inh = counter-screen for PME1 inhibitors: inhibitors of human LYPLA1 | inhibition, % at 5.9 µM | actives 0.16% (n = 320,000) | recombinant LYPLA1, FP-Rh probe fluorescence polarization;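 active = inhibition above the mean of all tested compounds plus 3 SD, set per campaign, cut at about 14% in these data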;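 also: inhibitors block serine hydrolase probe labeling of LYPLA1 so polarization falls; 0% = enzyme with DMSO and 100% = wells lacking LYPLA1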
* = called active by the depositor; · = not tested or not shown. A portion of the library; rates above refer to the full screens.

SMILES	PAFAH1B2 FP inh	PAD4 FP inh	PAFAH2 inh	Fam108B counter	PAFAH1B3 FP inh	PME-1 primary	pPAFAH inh	GSTO1 counter	LYPLA1 inh
CS(=O)(=O)N(CC(=O)N1CCCCC1)c1sc2c(c1C#N)CCCC2	7	0	2	0	11	-5	1	4	0
O=C(NCCc1cccc(C(F)(F)F)c1)C1CCC(=O)N(C2CC2)C1 (centres undefined)	3	3	-7	-3	0	-3	1	2	4
Cc1[nH]c2ccccc2c1-c1ccc(Cl)nn1	-1	1	4	-4	0	5	3	8	2
Cc1cc([N+](=O)[O-])nn1CC(=O)NCc1cccs1	4	2	2	6	-2	-6	7	3	0
N#Cc1ccc(S(=O)(=O)N2CCC(C(=O)N3CCN(Cc4ccc5c(c4)OCO5)CC3)CC2)cc1	4	1	3	·	8	3	-2	·	-1
CCN(CC(=O)Nc1c(F)cccc1F)C(=O)c1ccc2c(c1)OCCO2	6	-6	0	-4	-2	-6	-5	-8	1
COc1ccc2c(c1)c1ccccc1n2C	9	-6	5	5	3	5	12	4	-1
COc1ccc(-c2cc(-c3ccc(OC)cc3)nc(-c3ccc4c(c3)NC(=O)CO4)c2)cc1	2	2	-5	-9	11	-12	-1	-7	-12
Cc1cc(NC(=O)c2ccc(N3C(=O)CCC3=O)cc2)no1	1	-4	-5	-6	6	0	-2	-3	-4
CCCCCn1c(=O)[nH]c2cc(C(=O)O)ccc2c1=O	2	1	-2	-1	-6	-1	0	-2	-5
COc1ccc(C(=O)COC(=O)CCC(=O)c2cccs2)cc1	3	-2	9	-4	8	-2	1	13	-6
Cn1cnnc1Sc1ccc(/C=C/C(=O)c2ccc(O)cc2)cc1[N+](=O)[O-]	-2	3	13	4	-4	1	4	6	-5
Cc1ccccc1S(=O)(=O)/N=C(/c1ccccc1)N1CCOCC1	-1	0	1	-1	1	1	7	-1	1
CC1(C)Cc2c(sc3ncn4nc(-c5ccco5)nc4c23)CO1	7	-2	-4	-2	8	0	2	4	2
C#CCOCCOCCOCCNc1nc(N2CCN(C(=O)[C@H](CCCN=C(N)N)n3cc(C(N)[C@@H](C)CC)nn3)CC2)nc(N2CCN(C(=O)[C@H](CO)n3cc([C@@H](N)C(C)C)nn3)CC2)n1 (some centres undefined)	1	-2	-4	·	-2	·	4	·	·
COc1ccc(N2C(=O)CC(Nc3ccc(C)cc3)C2=O)cc1 (centres undefined)	1	5	-6	0	7	5	2	-1	-1
COc1ccc(C)cc1NC(=O)NC1CCCc2ccccc21 (centres undefined)	-8	1	3	-3	19	2	5	4	-3
CCCc1nnc(NC(=O)CCC(=O)N2CCC(C)CC2)s1	1	1	-7	6	8	0	0	10	-2
CC(Sc1nnc(COc2ccc3ccccc3c2)n1C)C(=O)O (centres undefined)	0	-6	-2	-2	0	-2	4	-5	0
Cc1cc(N2CCCCC2)nc2ccc(NC(=O)c3ccc(Br)o3)cc12	6	-1	5	4	7	14	20	-6	-11
COCCNC(=O)c1cnn2c1NC(c1ccco1)CC2C(F)(F)F (centres undefined)	0	4	-6	0	-4	4	0	2	0
CN(C)c1ccc(/C=C/c2nnnn2-c2ccccc2)cc1	1	-3	0	3	0	1	8	-1	4
Cn1c(N)c(C(=O)CSc2nc3ccccc3n2-c2ccccc2)c(=O)n(C)c1=O	1	2	-4	2	8	-10	3	20	-2
CC(C)CNC(=O)Nc1ccc(F)c(Cl)c1	1	-3	-10	0	-3	7	2	4	-2
CCOC(=O)N1CCN(C(=O)CSc2nnc(-c3cccc(Cl)c3)o2)CC1	-1	6	6	-3	6	5	1	7	3
CCOc1ccc(/C=C2\SC(=S)N(CCC(=O)Nc3cccc(C(=O)O)c3)C2=O)cc1	5	3	3	6	-2	-6	5	10	-1
O=C(CNC(=O)c1cccs1)N/N=C/c1c(F)cccc1Cl	0	-1	7	-1	8	-5	-2	4	0
Cc1nnc(SCc2ccccc2Cl)n1CC1CCCO1 (centres undefined)	1	2	6	3	1	2	4	0	3
CCOC(=O)c1ccc(NC(=O)CCCN2C(=O)NC3(CCCC3)C2=O)cc1	1	2	5	·	-1	1	0	·	-2
O=C(CN1CCC(Cc2ccccc2)CC1)N1CCc2ccccc2C1	-2	-1	0	7	4	4	-4	5	-1

Twelve entries already listed, arranged by number of heavy atoms, low to high:
SMILES	PAFAH1B2 FP inh	PAD4 FP inh	PAFAH2 inh	Fam108B counter	PAFAH1B3 FP inh	PME-1 primary	pPAFAH inh	GSTO1 counter	LYPLA1 inh
CC(C)CNC(=O)Nc1ccc(F)c(Cl)c1	1	-3	-10	0	-3	7	2	4	-2
Cc1nnc(SCc2ccccc2Cl)n1CC1CCCO1 (centres undefined)	1	2	6	3	1	2	4	0	3
CCCc1nnc(NC(=O)CCC(=O)N2CCC(C)CC2)s1	1	1	-7	6	8	0	0	10	-2
COc1ccc(N2C(=O)CC(Nc3ccc(C)cc3)C2=O)cc1 (centres undefined)	1	5	-6	0	7	5	2	-1	-1
Cc1ccccc1S(=O)(=O)/N=C(/c1ccccc1)N1CCOCC1	-1	0	1	-1	1	1	7	-1	1
COCCNC(=O)c1cnn2c1NC(c1ccco1)CC2C(F)(F)F (centres undefined)	0	4	-6	0	-4	4	0	2	0
Cc1cc(N2CCCCC2)nc2ccc(NC(=O)c3ccc(Br)o3)cc12	6	-1	5	4	7	14	20	-6	-11
CCOC(=O)N1CCN(C(=O)CSc2nnc(-c3cccc(Cl)c3)o2)CC1	-1	6	6	-3	6	5	1	7	3
CCOC(=O)c1ccc(NC(=O)CCCN2C(=O)NC3(CCCC3)C2=O)cc1	1	2	5	·	-1	1	0	·	-2
Cn1c(N)c(C(=O)CSc2nc3ccccc3n2-c2ccccc2)c(=O)n(C)c1=O	1	2	-4	2	8	-10	3	20	-2
CCOc1ccc(/C=C2\SC(=S)N(CCC(=O)Nc3cccc(C(=O)O)c3)C2=O)cc1	5	3	3	6	-2	-6	5	10	-1
C#CCOCCOCCOCCNc1nc(N2CCN(C(=O)[C@H](CCCN=C(N)N)n3cc(C(N)[C@@H](C)CC)nn3)CC2)nc(N2CCN(C(=O)[C@H](CO)n3cc([C@@H](N)C(C)C)nn3)CC2)n1 (some centres undefined)	1	-2	-4	·	-2	·	4	·	·

Further compounds.
SMILES	PAFAH1B2 FP inh	PAD4 FP inh	PAFAH2 inh	Fam108B counter	PAFAH1B3 FP inh	PME-1 primary	pPAFAH inh	GSTO1 counter	LYPLA1 inh
O=C(O)c1ccc(CNCc2c(Cl)cccc2Cl)cc1	3	-1	12	11	8	2	5	5	0
CC(C)=CCCC1(C)C=Cc2c(c(C)cc3c2[nH]c2cc(O)ccc23)O1 (centres undefined)	8	6	10	6	17	7	4	2	-9
Cc1nn(C(=O)N2CCOCC2)c(C)c1C	-2	-1	0	2	1	0	3	2	-2
CCn1c(C)c(C(=O)O)c2cc(OC)c3ccccc3c21	2	3	-4	-1	0	-4	-1	0	0
Cc1cc(C)n2nc(SCC(=O)NC(=O)NCc3ccco3)nc2n1	4	1	2	1	8	6	2	8	3
Cc1nc2nc(SCC(=O)c3ccc([N+](=O)[O-])cc3)[nH]c2cc1Br	-2	-3	-3	5	1	4	8	-2	3
Cc1nn2c(-c3cccc(NC(=O)c4ccco4)c3)nnc2c2ccccc12	5	1	3	-2	-1	-13	1	2	-6
Cc1ccc(NC(=O)CCNCc2ccco2)cc1S(=O)(=O)N(C)C	-2	-4	-4	1	2	-1	3	8	0
CCOCCn1c(SCc2ccc(F)cc2)nc2c1c(=O)[nH]c(=O)n2C	7	0	-13	1	-8	6	0	-4	1
Cc1cc(NC(=O)C(C)Oc2ccc(Cl)cc2Cl)n(-c2ccccc2)n1 (centres undefined)	9	1	1	3	-2	-1	6	3	0
Cc1cc(NC(=O)CSc2nc(C)c(C)c(=O)[nH]2)no1	-2	-6	-2	1	5	-4	1	8	2
Cc1ccc(C(=O)CCC(=O)N2CCN(C(=O)c3ccco3)CC2)cc1	4	-14	6	-3	-1	-8	2	-6	-2
COc1cc(CNCCO)ccc1OCCc1ccccc1	2	7	-1	1	12	0	4	5	0
CCNC(=S)N1CCC(c2nc3cc(C)c(C)cc3[nH]2)CC1	1	2	0	1	4	0	-3	3	-1
CCC(C)Sc1nc2c(cnn2-c2ccc(C)cc2)c(=O)[nH]1 (centres undefined)	1	0	7	0	-2	0	1	-2	0
Cc1c(NC(=O)CN2CCN(c3ccc(O)cc3)CC2)c(=O)n(-c2ccccc2)n1C	3	0	1	2	2	-6	11	16	4
CC(C)Sc1nnc(Nc2ccccc2)s1	3	-3	2	-9	13	-3	12	9	1
O=S(=O)(c1ccc(Cl)cc1)N1CCN(c2ncnc3sccc23)CC1	16	2	6	·	6	·	-3	·	·
S=C1NC(c2ccccc2)=NCN1c1ccc(Cl)cc1	1	0	-2	5	-3	4	-2	1	3
COc1cc2cc(C(c3nnnn3C(C)(C)C)N3CCc4ccccc43)c(=O)[nH]c2cc1OC (centres undefined)	0	-1	-2	1	5	-3	7	3	2
O=S(=O)(c1ccc(Cl)cc1)n1cnc2ccccc21	6	-4	-3	-1	2	-1	-1	-2	2
CC(=O)OCC(=O)C1CCC2C3CC=C4CC(O)CCC4(C)C3CCC12C (centres undefined)	-2	-1	5	1	6	-3	-6	4	-2
CCOC(=O)C1=C(O)/C(=C/c2cn(CC(=O)NCC3CCCO3)c3ccccc23)SC1=Nc1ccc(C)cc1 (centres undefined)	-5	-4	18	-3	-5	2	11	5	0
CC(=O)NCCc1nc2ccccc2n1Cc1ccc(Cl)cc1	3	-4	1	2	8	-3	0	-2	0
CN(C)S(=O)(=O)c1ccc2oc(SCC(=O)NCC(F)(F)F)nc2c1	2	1	0	1	18	3	3	1	4
Cc1ccc(-c2n[nH]c3c2CCC3)cc1	0	1	3	-3	3	-3	8	3	-1
COc1ccc(C2C(C(=O)NCC3CCCO3)c3cc(OC)c(OC)cc3C(=O)N2C)cc1OC (centres undefined)	-1	0	3	0	6	4	4	5	1
CCCC[C@@H]1C=C(C(=O)O)[C@H](c2ccc(Cl)c(Cl)c2)N1S(=O)(=O)c1ccc(C)cc1	26*	-3	2	·	9	·	-1	·	·
C/C(=N\NC(=O)c1ccc(C)cc1)C1C(=O)c2ccccc2C1=O	6	-2	15	9	20	6	14	3	7
Cn1c(=O)n(CCOc2ccc(Cl)cc2Cl)c2ccccc21	-2	2	5	-3	-3	-5	6	-3	1
OC1CCCN(C(=S)Nc2ccc(SC(F)F)cc2)C1 (centres undefined)	4	-6	-3	2	11	-11	-7	6	0
